EP2 modulator – modulates human prostaglandin E2 receptor EP2 signaling | P43116 | AID 940 | EP2-expressing cells, cAMP HTRF FRET, PGE2 co-stimulation | induction, % at 25 µM | 0.83% of 260,000 active;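 active = compounds whose cAMP rise, as percent of the full-agonist control response, exceeds 60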;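 note: rat C6 glioma line stably carrying human EP2 under a CMV promoter; the protocol text gives 20 µM as final concentration; 100% = response of wells given 1 µM PGE2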
Target sequence (P43116 whole entry, looked up): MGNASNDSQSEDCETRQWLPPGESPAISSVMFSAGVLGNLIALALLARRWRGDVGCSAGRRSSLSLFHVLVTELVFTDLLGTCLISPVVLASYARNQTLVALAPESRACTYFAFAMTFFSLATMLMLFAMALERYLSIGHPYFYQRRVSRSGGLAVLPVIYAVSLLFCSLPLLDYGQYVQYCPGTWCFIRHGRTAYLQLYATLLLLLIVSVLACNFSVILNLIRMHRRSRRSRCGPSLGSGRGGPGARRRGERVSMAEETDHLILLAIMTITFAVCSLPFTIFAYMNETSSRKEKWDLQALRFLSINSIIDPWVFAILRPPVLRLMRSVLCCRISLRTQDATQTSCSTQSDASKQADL
The depositor's hits bear a star.

The opening 2 compounds, to show the layout:
CCC(C)CCCCC(=O)NC(CCN)C(=O)NC(C(=O)NC(CCN)C(=O)NC1CCNC(=O)C(C(C)O)NC(=O)C(CCN)NC(=O)C(CCN)NC(=O)C(CC(C)C)NC(=O)C(Cc2ccccc2)NC(=O)C(CCN)NC1=O)C(C)O (stereo unspecified) was read as EP2 modulator 8.3.
For CCN1CCN(C(=O)[C@H]2C[C@@H](c3ccc(F)cc3)NS(=O)(=O)N2C)CC1 the results were EP2 modulator -31.7.

The listing (from the top)
CCC(C)CCCCC(=O)NC(CCN)C(=O)NC(C(=O)NC(CCN)C(=O)NC1CCNC(=O)C(C(C)O)NC(=O)C(CCN)NC(=O)C(CCN)NC(=O)C(CC(C)C)NC(=O)C(Cc2ccccc2)NC(=O)C(CCN)NC1=O)C(C)O (stereo unspecified) was read as EP2 modulator 8.3.
For CCN1CCN(C(=O)[C@H]2C[C@@H](c3ccc(F)cc3)NS(=O)(=O)N2C)CC1 the results were EP2 modulator -31.7.
Screening CN(Cc1nnc(-c2ccccc2)o1)S(=O)(=O)c1ccc2c(c1)NC(=O)CO2 returned EP2 modulator -32.4.
Screening Cc1ccc(C(C(=O)NC(C)(C)C)N(C(=O)c2csnn2)c2ccccc2)o1 (stereo unspecified) returned EP2 modulator -50.2.
Cc1ccc(NC(=O)N(Cc2cc3cc4c(cc3[nH]c2=O)OCO4)CC2CCCO2)cc1 (stereo unspecified) was read as EP2 modulator -32.7.
CCn1cc(C(=O)O)cn1 was read as EP2 modulator 2.9.
For CCC(CN1CCCC1)NC(=O)Cc1c(C)nc(-c2ccccc2)nc1OC (stereo unspecified) the results were EP2 modulator -44.0.
`COc1ccc(C(=O)N2CCCC(c3nc4c(nnn4Cc4ccccc4)c(=O)[nH]3)C2)c(OC)c1` (stereo unspecified) gave EP2 modulator 4.9.
`O=C(CSc1nc2ccccc2c2ccccc12)c1ccccc1` gave EP2 modulator -6.9.
Screening CCOC(=O)c1c(NC(=O)CSc2nnc3c(C)cc4ccccc4n23)sc(C(C)=O)c1C returned EP2 modulator 25.6.
`CCOC(=O)c1ccc(NC(=O)CN2CCN(c3ccc(OC)cc3)CC2)cc1` gave EP2 modulator -64.3.
Screening COc1ccc(C(C(=O)NC2CCCCC2)N(C(=O)c2ccco2)c2ccccc2F)cc1OC (stereo unspecified) returned EP2 modulator -0.1.
For Cc1sc2ncnc(SCC(=O)Nc3nccs3)c2c1C the results were EP2 modulator 8.2.
Screening COC(=O)[C@H]1CN(C(=O)C2CC(=O)N(C)C2)C[C@@H]1c1ccccc1F (stereo partly specified) returned EP2 modulator -65.8.
`Cc1nn(C)c(C)c1NC(=O)Cn1nc2c(C)cc3ccccc3n2c1=O` gave EP2 modulator -30.3.
For Cc1cccc2cc(CN(Cc3ccco3)C(=S)NCCCN(C)C)c(=O)[nH]c12 the results were EP2 modulator -46.7.
For O=C(Nc1ccc2ncccc2c1)c1ccco1 the results were EP2 modulator -35.2.
For CC(C)NC(=O)Cn1cc(C(=O)C(C)(C)C)c2ccccc21 the results were EP2 modulator -17.5.
`Cc1cc(SCC(=O)Nc2ccccc2)c2ccccc2n1` gave EP2 modulator -90.5.
`O=C(NCCc1ccc(F)cc1)C(=O)NCc1ccco1` gave EP2 modulator -39.3.
CCOc1ccc(C(=O)O)cc1C1C2=C(CCCC2=O)NC2=C1C(=O)CCC2 was read as EP2 modulator -34.1.
O=C(Nc1cccc(-c2nc3ccccc3s2)c1)c1ccc([N+](=O)[O-])o1 was read as EP2 modulator -110.1.
Screening CCCOc1ccc(/C=C/C(=O)Nc2ccc(N3CCOCC3)cc2)cc1OC returned EP2 modulator -26.6.
`Cc1ccc2ccc(/C=C/c3ccc(N(C)C)cc3)[n+](C)c2c1` gave EP2 modulator -97.8.
CCCNc1nc2c(c(=O)n(C)c(=O)n2C)n1Cc1ccc(Cl)cc1 was read as EP2 modulator -67.8.
Screening COCCn1c(=O)n(CC(=O)Nc2ccc(OC)c(Cl)c2)c2cccnc21 returned EP2 modulator -26.7.
Screening COc1ccc(NC(=O)CSc2nnnn2-c2ccc3c(c2)OCO3)cc1 returned EP2 modulator -19.6.
COc1ccc(/C(O)=C2/C(=O)C(=O)NC2c2ccc(O)c(OC)c2)cc1 (stereo unspecified) was read as EP2 modulator 2.5.
O=C(Cc1ccccc1)NN1C(=O)CSC1=S was read as EP2 modulator -6.5.
Cn1cc(NS(=O)(=O)c2ccc3c(c2)NC(=O)CO3)cn1 was read as EP2 modulator -9.4.
`Cc1ccc(CNC(=O)C2CCCN(c3nccc(C)n3)C2)cc1` (stereo unspecified) gave EP2 modulator 2.8.
Cc1ccc2[nH]c(=O)c(C(c3nnnn3C3CCCC3)N(C)C3CCCCC3)cc2c1 (stereo unspecified) was read as EP2 modulator 47.6.
CCCc1nc2ccccc2c(=O)[nH]1 was read as EP2 modulator 7.3.
Screening NC(N)=Nc1nc(CSCC/C(N)=N\S(N)(=O)=O)cs1 returned EP2 modulator -2.1.
Screening O=C(O)CCC(=O)c1ccc2sc3ccccc3c2c1 returned EP2 modulator -7.2.
For Cc1cc2cc(C#N)c(NCCNC(=O)Cc3cccs3)nc2cc1C the results were EP2 modulator -30.3.
For CCC(CN1CCOCC1)NC(=O)Cc1csc(-c2ccccc2F)n1 (stereo unspecified) the results were EP2 modulator -25.5.
Screening C[C@@H](Cn1nnc2ccccc21)NC(=O)c1ccc(Cn2cccn2)o1 returned EP2 modulator -2.4.
CC(=O)Nc1ccc(N2C(=O)CC2(/C=C/c2ccccc2)C(=O)NC2CCCCC2)cc1 (stereo unspecified) was read as EP2 modulator -20.3.
`Cc1ccccc1C(NC(=O)Cn1ccnc1-c1ccccc1)c1ccncc1` (stereo unspecified) gave EP2 modulator -10.0.
CCC(c1nnnn1Cc1ccco1)N(Cc1ccco1)Cc1cc2c(C)ccc(C)c2[nH]c1=O (stereo unspecified) was read as EP2 modulator 41.0.
`CC1=N[C@@](C)(COC(=O)[C@]2(C)N[C@](C)(CO)CO2)COC1=O` gave EP2 modulator 31.7.
COc1cc(/C=C2\SC(=S)N(CC3CCCO3)C2=O)ccc1OC(=O)c1cccc(C)c1 (stereo unspecified) was read as EP2 modulator 29.8.
For Clc1ccc(CSc2nnc(COc3ccc(Br)cc3)o2)cc1 the results were EP2 modulator -33.1.
`COc1ccc(C(CNS(=O)(=O)c2cn(C)nc2C)N2CCCC2)cc1` (stereo unspecified) gave EP2 modulator -32.2.
`CCC(CN1CCC(C)CC1)NC(=O)Cc1csc(-c2ccccn2)n1` (stereo unspecified) gave EP2 modulator -14.2.
For CCOC(=O)Cc1csc(NC(=O)CSc2nc3c(C)ccc(C)c3cc2C#N)n1 the results were EP2 modulator 41.4.
`COc1ccc(NC(=O)CSc2nnc(C(C)C)n2C)c(OC)c1` gave EP2 modulator 8.8.
For CC(CCc1ccccc1)NC(=O)Cn1nc(-c2cccs2)cc(N)c1=O (stereo unspecified) the results were EP2 modulator -126.5.
Screening CC(=O)NC1(c2ccccc2F)CCN(Cc2cnc(N3CCCCC3)nc2)CC1 returned EP2 modulator 15.4.
`CCC(c1nnnn1C(C)(C)CC)N(Cc1ccc(C)cc1)Cc1cc2cc(OC)ccc2[nH]c1=O` (stereo unspecified) gave EP2 modulator 28.9.
`Cn1c(=O)[nH]c(=O)c2c1nc(NCCO)n2Cc1cccc2ccccc12` gave EP2 modulator -14.1.
Screening c1csc(C(c2nnnn2C2CCCCC2)N2CCCC2)c1 (stereo unspecified) returned EP2 modulator -26.3.
COc1ccc(-n2nnnc2SCC(=O)Nc2ccc(C)cc2C)cc1 was read as EP2 modulator -56.5.
`COc1ccc(C(=O)Nc2cc(-c3nc4ccccc4o3)ccc2C)cc1OC` gave EP2 modulator -36.1.
C#CCOc1ccc(-c2nc3cnccn3c2NCC2CCCO2)cc1OC (stereo unspecified) was read as EP2 modulator -61.4.
Screening O=C(CCc1ccc(-c2ccc(F)cc2)o1)N1CCn2c(nnc2C2CC2)C1 returned EP2 modulator -23.5.
`CCn1c(COc2ccccc2C)nnc1SCC(=O)Nc1sc2c(c1C#N)CCCC2` gave EP2 modulator 47.3.
`COc1cc2c(cc1OC)C(CCN)=NCC2` gave EP2 modulator 16.8.
For COc1ccc(OC)c(S(=O)(=O)N2CCC(C(=O)Nc3c(F)cccc3F)CC2)c1 the results were EP2 modulator -25.9.

Next section, starting with the last 6 of the part before.
`COc1ccc(C(=O)Nc2cc(-c3nc4ccccc4o3)ccc2C)cc1OC` gave EP2 modulator -36.1.
C#CCOc1ccc(-c2nc3cnccn3c2NCC2CCCO2)cc1OC (stereo unspecified) was read as EP2 modulator -61.4.
Screening O=C(CCc1ccc(-c2ccc(F)cc2)o1)N1CCn2c(nnc2C2CC2)C1 returned EP2 modulator -23.5.
`CCn1c(COc2ccccc2C)nnc1SCC(=O)Nc1sc2c(c1C#N)CCCC2` gave EP2 modulator 47.3.
`COc1cc2c(cc1OC)C(CCN)=NCC2` gave EP2 modulator 16.8.
For COc1ccc(OC)c(S(=O)(=O)N2CCC(C(=O)Nc3c(F)cccc3F)CC2)c1 the results were EP2 modulator -25.9.
`Cc1ccc2c(Cl)cc(Cl)c(O)c2n1` gave EP2 modulator 13.8.
`CCN(C(=O)C1CC1)c1nc(-c2ccc(Cl)cc2)cs1` gave EP2 modulator 25.0.
Screening O=C(NNC(=O)c1cccs1)c1cccc(I)c1 returned EP2 modulator -19.2.
Screening COc1ccccc1-n1c(SCC(=O)Nc2ccc(C)cc2C)nnc1-c1ccncc1 returned EP2 modulator -6.3.
Screening O=C(COc1ccc2nsnc2c1)Nc1cnn(Cc2ccc(F)cc2)c1 returned EP2 modulator -20.8.
`O=C(NCC1CCN(c2ccc(S(=O)(=O)N3CCCC3)cc2)CC1)C1CCC1` gave EP2 modulator 10.6.
COc1cc(OC)c(-c2nc3cnccn3c2NC2CCCCC2)cc1OC was read as EP2 modulator -71.8.
For CCOC(=O)c1ccc(NC(=O)N2CCC(NC(=O)C34CC5CC(CC(C5)C3)C4)CC2)cc1 the results were EP2 modulator -33.4.
For O=C(C1CCCCC1)N1CCCC(n2nc(-c3cccs3)ccc2=O)C1 (stereo unspecified) the results were EP2 modulator -29.2.
For Cc1cc(-c2cc(N)c(=O)n(CC(=O)Nc3ccc(F)cc3F)n2)c(C)o1 the results were EP2 modulator -44.2.
For CC1CCN(c2nc3c(c(=O)[nH]2)CCN(Cc2cc(Cl)ccc2O)C3)CC1 the results were EP2 modulator -34.2.
Screening CN1CCC[C@H]1c1cccnc1.O=C(O)c1ccccc1O.O=C([OH2+])c1ccccc1O.O=C([OH2+])c1ccccc1O.O=C([OH2+])c1ccccc1O.[Mn] returned EP2 modulator 31.0.
Cc1ccccc1C(=O)NC(C)c1n[nH]c(=S)n1C (stereo unspecified) was read as EP2 modulator 38.1.
`O=C(c1cc(F)cc(F)c1)N1CCC(n2nnc3ccccc3c2=O)CC1` gave EP2 modulator -13.7.
Screening COc1cccc(C(=O)N2C3CCC2CC(O)(c2nccn2C)C3)c1 (stereo unspecified) returned EP2 modulator -0.1.
`CCOCCCNC(=S)N(Cc1cc2c(C)ccc(C)c2[nH]c1=O)C1CCCCC1` gave EP2 modulator -9.7.
`Cc1cccc(N(CC(=O)NC2CCCC2)C(=O)CCC(=O)Nc2ccccn2)c1` gave EP2 modulator 4.8.
Screening O=C(CN1C2CCC1CC(NC(=O)Nc1ccccc1)C2)NC1CC1 (stereo unspecified) returned EP2 modulator -2.9.
`O=C(c1n[nH]c2c1CCC2)N1CCc2c(nc(N3CCCCC3)[nH]c2=O)C1` gave EP2 modulator -18.8.
Cc1nn(C)cc1CN1CCn2c(nc(-c3ccc(N(C)C)cc3)c2NC(C)(C)C)C1 was read as EP2 modulator -40.3.
`COc1ccc(C2C(C(=O)OC(C)C)=C(C)NC3=C2C(=O)CC(C)(C)C3)cc1` (stereo unspecified) gave EP2 modulator 5.5.
For CCOc1ccc(C(=O)N2CCC(c3ncncc3-c3ccncc3)CC2)o1 the results were EP2 modulator 16.8.
Cc1ccc(-c2cc(N)c(=O)n(CC(=O)Nc3ccc4c(c3)OCCO4)n2)o1 was read as EP2 modulator -77.9.
O=C(CSc1nc(-c2ccco2)cc(C(F)(F)F)n1)N1CCOCC1 was read as EP2 modulator -11.5.
Screening CC(C)c1nc2sc3c(c2c2nnc(SCc4cc(=O)[nH]c5ccccc45)n12)CCCC3 returned EP2 modulator 21.5.
Screening CCOc1ccc(C2NC(=O)C(O)=C2C(=O)c2cccs2)cc1 (stereo unspecified) returned EP2 modulator 6.5.
Cc1cccc2cc(C#N)c(SCC(=O)Nc3ccc(N(C)C)cc3)nc12 was read as EP2 modulator 4.5.
Screening CCOc1cc(/C=C\c2nc(O)c([N+](=O)[O-])c(=O)[nH]2)ccc1OC(C)CC (stereo unspecified) returned EP2 modulator -39.0.
For CCS(=O)(=O)N1CCC2(CC1)CC(=O)c1cc(C)ccc1O2 the results were EP2 modulator -41.5.
`CN[C@H]1C[C@@H](N)[C@H](O)[C@@H](O[C@@H]2O[C@H](CO)[C@@H]3OC4(O[C@@H]3[C@@H]2O)O[C@H](C(N)CO)[C@H](O)[C@H](O)[C@H]4O)[C@@H]1O` (stereo partly specified) gave EP2 modulator -7.2.
Screening C=CCn1c2cc(C)sc2c2cnn(CC(=O)OCc3ccccc3)c(=O)c21 returned EP2 modulator -50.0.
Screening C1=CC2C=Cc3nc(-c4ccco4)c4c(c3C2C=C1)CCC4 (stereo unspecified) returned EP2 modulator 41.0.
`COc1ccc(NC(=O)CSc2nc3ccc(C)cc3cc2C#N)cc1` gave EP2 modulator -12.8.

Grouped by structure, those above with a nitro group on carbon.
O=C(Nc1cccc(-c2nc3ccccc3s2)c1)c1ccc([N+](=O)[O-])o1 was read as EP2 modulator -110.1.
Screening CCOc1cc(/C=C\c2nc(O)c([N+](=O)[O-])c(=O)[nH]2)ccc1OC(C)CC (stereo unspecified) returned EP2 modulator -39.0.

From PubChem BioAssay

A portion of the library; the hit share may differ from the screen's.
